# EP2 antag – human EP2 receptor antagonists, primary screen, TR-FRET cAMP, C6 glioma cells; Prostaglandin E2 receptor EP2 subtype (Homo sapiens), P43116; inhibition, % at 25 µM; 260,000 compounds, 0.52% hits; C6 glioma cells expressing human EP2; cells stimulated with saturating PGE2; AID 1422, 2008;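 active means percent inhibition above 40 after rounding to a whole number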;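 further: rat C6 glioma host cells with rolipram phosphodiesterase inhibitor present; the protocol text gives 20 µM as final concentration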
# Target sequence (P43116 whole entry, looked up): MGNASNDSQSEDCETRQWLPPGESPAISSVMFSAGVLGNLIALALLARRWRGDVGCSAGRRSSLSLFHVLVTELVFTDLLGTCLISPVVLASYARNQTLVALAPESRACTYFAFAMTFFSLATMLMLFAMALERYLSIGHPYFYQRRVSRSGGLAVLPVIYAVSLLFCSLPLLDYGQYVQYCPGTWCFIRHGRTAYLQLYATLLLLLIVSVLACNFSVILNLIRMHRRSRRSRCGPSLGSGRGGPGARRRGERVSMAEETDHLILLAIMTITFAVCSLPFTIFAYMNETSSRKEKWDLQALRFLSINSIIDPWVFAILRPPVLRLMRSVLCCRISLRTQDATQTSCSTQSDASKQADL
# RBBP9 inhibitor – human RBBP9 inhibitors, primary screen, biochemical, fluorescence polarization, FP-Rh probe, HTS | inhibition, % at 7.94 µM | recombinant RBBP9 | 220,000 compounds, 0.2% hits | AID 1515, 2009;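 active means inhibition above the campaign mean of all tested compounds plus 3 SD, cut at about 14% in these data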;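 further: plate controls were DMSO wells with RBBP9 for no effect and wells lacking RBBP9 protein for full effect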
# Target sequence (O75884 whole entry, looked up): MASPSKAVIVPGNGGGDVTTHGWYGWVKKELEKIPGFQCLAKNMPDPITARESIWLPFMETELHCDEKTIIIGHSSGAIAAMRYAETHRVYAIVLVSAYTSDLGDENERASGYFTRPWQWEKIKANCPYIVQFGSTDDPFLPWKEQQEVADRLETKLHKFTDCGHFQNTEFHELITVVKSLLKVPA
#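 Test system – recombinant human RBBP9 · Input – RBBP9 2.5 µM in dispensing solution, pre-mixing · Medium – Tris buffer pH 8.0, NaCl, Pluronic · Schedule – preincubation 30 min plus labeling 45 min at 25 °C · Measured by – fluorescence polarization · Measure – % inhibition · Controls – DMSO and no-protein wells · Replicates – one well per compound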
# p47phox inh – p47phox/p22phox peptide binding inhibitors, primary screen, biochemical, uHTS, NADPH oxidase regulatory subunit; inhibition, % at 24.7 µM; 220,000 compounds, 0.53% hits; AID 1274, 2008; fluorescence polarization, 2 h;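 active means inhibition above about 30%, limit read from the data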;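 further: 0% = p47phox with labelled peptide and 100% = labelled peptide alone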
# Target sequence (P14598 whole entry, looked up): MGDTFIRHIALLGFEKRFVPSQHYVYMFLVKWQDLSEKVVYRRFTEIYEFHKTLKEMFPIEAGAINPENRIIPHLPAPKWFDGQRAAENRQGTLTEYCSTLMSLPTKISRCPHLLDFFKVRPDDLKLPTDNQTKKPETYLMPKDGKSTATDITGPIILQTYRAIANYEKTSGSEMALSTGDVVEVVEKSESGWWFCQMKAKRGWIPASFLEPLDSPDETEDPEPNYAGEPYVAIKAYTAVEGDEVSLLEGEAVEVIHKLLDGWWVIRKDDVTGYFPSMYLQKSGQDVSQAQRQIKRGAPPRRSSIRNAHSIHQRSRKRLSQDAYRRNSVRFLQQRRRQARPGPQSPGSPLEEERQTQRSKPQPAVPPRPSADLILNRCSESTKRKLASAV
# PPC-1+TRAIL kill – compounds killing PPC-1 cancer cells with TRAIL present, primary screen, TRAIL potentiator project, ATPLite luminescence, uHTS. PPC-1 cells + TRAIL, ATPLite viability luminescence. cell killing (% activity), % at 4 µM. 220,000 compounds, 0.41% hits. AID 1443, 2008;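 active means cell killing above 50% in the first pass at 4 µM, then a duplicate retest at 5 µM averaging 50% or more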;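 further: plate controls were cells with TRAIL plus DMSO for no effect and medium-only wells lacking cells for full effect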
# Tb hexokinase – Trypanosoma brucei hexokinase 1 inhibitors, primary screen, biochemical, G6PDH-coupled NADH absorbance, MLSCN library; recombinant TbHK1, G6PDH-coupled NADH A340; inhibition, % at 10 µM; 220,000 compounds, 0.11% hits; AID 1430, 2008;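 active means inhibition of 50% or more in the single-dose primary screen; inactive means inhibition below 50%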
# Ba/F3 V617F tox – reduced viability of JAK2V617F-dependent Ba/F3 cells, primary screen, JAK2V617F inhibitor project, cell-based, Ba/F3 EpoR-JAK2V617F, luminescence | inhibition, % at 5.6 µM | 220,000 compounds, 1.1% hits | ATP luminescence | AID 1446, 2008;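 active means inhibition above the campaign mean plus 3 SD over all tested compounds, cut at about 24% in these data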;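 further: cytokine-independent growth of Ba/F3 cells driven by EpoR plus mutant JAK2; 0% = DMSO-treated cells and 100% = JAK inhibitor I control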
# p97 inhibitor – inhibitors of human p97 ATPase, primary screen, biochemical; Transitional endoplasmic reticulum ATPase (Homo sapiens), P55072; recombinant p97 ATPase, Kinase-Glo ATP luminescence, 3 h; inhibition, % at 8 µM; 220,000 compounds, 0.42% hits; in the data active means inhibition above about 15%;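 further: 0% = DMSO vehicle and 100% = wells lacking enzyme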
# Furin inhibitor – human furin inhibitors, primary screen, biochemical, fluorescence intensity | P09958 | purified furin, fluorogenic substrate cleavage | inhibition, % at 30 µM | 220,000 compounds, 0.061% hits | AID 463115, 2010; in the data active means inhibition above about 25%; further: inactives centre near -15
# BaF3 parental – parental Ba/F3 cell viability inhibition, counter-screen for JAK2V617F inhibitor project, murine pro-B, CellTiter-Glo luminescence. CellTiter-Glo ATP luminescence. inhibition, % at 5.6 µM. 220,000 compounds, 1.1% hits. AID 1486, 2009;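 active means inhibition above a per-campaign cutoff, the mean inhibition of all tested compounds plus 3 SD, cut at about 27% in these data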;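 further: 0% = DMSO wells and 100% = JAK Inhibitor I control wells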
# Starred values were filed as active, the others as inactive; nt = no result given; & = joins results of further samples; [ ] = another dose, or the depositor's remark. This is a subset; count on the stated rates, not on these rows.
SMILES	EP2 antag	RBBP9 inhibitor	p47phox inh	PPC-1+TRAIL kill	Tb hexokinase	Ba/F3 V617F tox	p97 inhibitor	Furin inhibitor	BaF3 parental
CC(C)c1ccccc1NC(=O)COC(=O)C1(C)CC1(Cl)Cl (stereo unspecified)	6	-6	10	0	-11	0	-4	-21	1
NS(=O)(=O)c1ccc(CCNC(=O)NC2(C(F)(F)F)Oc3ccccc3O2)cc1	3	-13	-14	-24	-3	57*	-5	-7[20 µM]	39*
O=C(NC(NC(=S)Nc1ccccc1)C(Cl)(Cl)Cl)c1cccc(Cl)c1 (stereo unspecified)	18	-57	-14	-12	-5	1	3	-15[20 µM]	2
CCNC(=O)CSc1nnc(-c2ccccc2)n1-c1ccc(OCC)cc1	6	-1	-12	23	-6	3	-4	-13[20 µM]	6
COC(=O)c1ccc(NC(=S)NCCc2ccccc2C)cc1	13	-5	-46	-8	3	-2	-2	2	0
Cc1cc(C)n(C(=O)c2ccc(C)c(S(=O)(=O)N3CCOCC3)c2)n1	15	-6	-6	11	-2	0	-1	-8	4
O=C(Nc1ccccc1Cl)c1ccc(-c2ccccn2)s1	4	2	-8	9	-31	-1	2	-14	-2
Cc1cc(NS(=O)(=O)c2ccc(NC(=S)NC(=O)c3ccc(F)cc3Cl)cc2)no1	11	-2	-10	17	31	1	3	-8	3
COc1ccc(CSCC(=O)Nc2ccc(S(=O)(=O)N3CCCCCC3)cc2)cc1	4	-6	-15	13	9	-5	1	-8	0
c1coc(-c2nnc3sc(C4CCCCC4)nn23)c1	2	-6	-4	25	4	-1	1	-15	2
CCOc1ccccc1OCCCC(=O)OCC(=O)Nc1cccc(Cl)c1	7	0	-8	11	0	-1	-9	-16	6
CCc1ccc(C(=O)NNc2ccc(F)cc2F)cc1	5	-9	2	21	0	0	3	-26	-1
O=C1N/C(=N/N=C/c2ccc(O)cc2)SC1Cc1ccccc1 (stereo unspecified)	9	2	-11	26	-47	-1	3	-13	5
O=C(NCc1ccccc1)c1cc(S(=O)(=O)N2CCCCC2)ccc1N1CCOCC1	9	-6	-7	12	1	1	3	-20	10
O=C(CCC1CCCN(C(=O)C2=CCCC2)C1)N1CCN(c2ccccn2)CC1 (stereo unspecified)	3	-12	7	nt	6	4	-5	-18	2
Cc1ccc(Oc2ccc(Cl)cc2N)cc1	4	4	-1	10	3	1	2	-6	8
O=C(O)c1cncc(C#CCC2CCCCC2)c1	8	2	0	-6	-12	0	7	-11	3
O=C(c1cnc2sccn2c1=O)N(Cc1ccccc1)c1ccccn1	9	-2	-5	-5	-41	1	2	-13	5
CCOC(=O)N/N=C/c1cc(C)n(-c2cccc3ccccc23)c1C	9	6	1	5	-4	5	-2	-9	10
CCOC(=O)c1ccc(NC(=O)CNS(=O)(=O)c2ccccc2)cc1	7	-3	-10	9	6	0	1	-22[20 µM]	3
CCc1cc(C(=O)c2ccc(OC)cc2)c(NC(=O)CN2CCN(C)CC2)s1	14	-6	-9	-1	-10	-2	-4	-1	-3
COc1ccc(C(=O)NCC(=O)OCC(=O)Nc2sccc2C#N)cc1OC	14	0	-19	1	-3	3	3	-31	4
CSc1nc2ccccc2c(=O)n1C1CCOC(C)(C)C1 (stereo unspecified)	8	-7	-9	3	-3	0	3	-29	5
COc1ccc(NC(=O)c2[nH]c(C)c(C(C)=O)c2C)cc1S(=O)(=O)N1CCOCC1	2	4	-11	9	-8	-3	3	-18	6
O=C(Oc1ccc2c(=O)c(Oc3ccc4ccccc4c3)coc2c1)c1cccnc1	7	-10	-3	26	-5	0	0	1	5
Cc1ccc2nc(-c3ccccc3)cc(C(=O)NCCCn3ccnc3)c2c1	16&3	1	-12	17	-7	-2	-1	-32	4
Cc1cc(C(=O)Nn2cnnc2)cs1	6	-8	-10	16	6	-2	4	-25[20 µM]	6
Cc1ccccc1N1C(=O)c2cccc3c(N(C)CCO)ccc(c23)C1=O	16	-6	-48	-4	-5	-2	2	-7	5
CCN1C(=O)/C(=C/c2cnn(CC)c2C)SC1=S	7	-5	1	1	-7	2	-1	-6	1
CC(C)C(=O)NC(=S)Nc1ccc(CN2CCOCC2)cc1	6	-1	-5	14	1	-4	2	-9	3
O=C(COc1ccc(-n2cnnn2)cc1)NC1CCCCC1	4	-7	-5	-2	-3	0	3	-23	1
Cc1ccc(N2C(=O)C3N=NN(CC(=O)N4N=C(c5cccc6ccccc56)CC4c4ccccc4)C3C2=O)cc1 (stereo unspecified)	11	-6	-23	17	-15	0	4	-20[20 µM]	9

# 3 entries already listed, ordered by the number in p97 inhibitor, highest first:
SMILES | p97 inhibitor
Cc1cc(C(=O)Nn2cnnc2)cs1 | 4
COc1ccc(C(=O)NCC(=O)OCC(=O)Nc2sccc2C#N)cc1OC | 3
O=C(CCC1CCCN(C(=O)C2=CCCC2)C1)N1CCN(c2ccccn2)CC1 (stereo unspecified) | -5

# Next section:
SMILES	EP2 antag	RBBP9 inhibitor	p47phox inh	PPC-1+TRAIL kill	Tb hexokinase	Ba/F3 V617F tox	p97 inhibitor	Furin inhibitor	BaF3 parental
CCN1CCN(C(=S)c2ccc(Cl)cc2)CC1	11	10	-7	-5	-4	-3	3	-20[20 µM]	3
CC1CCN(S(=O)(=O)c2ccc(C(=O)OCc3ccc4c(c3)OCO4)cc2)CC1	11	0	1	-4	-8	0	3	-10[20 µM]	4
CCO[C@@H]1OC(C(=O)NCc2ccccc2)=C[C@H](C2CCCCC2)[C@H]1CCCO	7	-6	-24	7	6	3	-3	-22	-2
COC(=O)c1cc(NC(=O)Cc2ccccc2[N+](=O)[O-])cc(C(=O)OC)c1	8	-1	-8	6	-1	0	-1	-19[20 µM]	2
O=C(NCc1ccc(F)cc1)c1cccc2c1C(=O)N(Cc1cccnc1)C2	5	-2	-14	18	0	2	0	-27	4
O=C(O)c1ccc2c(c1)C(=O)/C(=C\c1ccco1)C2=O	3	8	-16	12	-1	-2	6	2	0
Cc1nc2c(ccc3c2ccc2nc(C)sc23)s1	8	11	-39	28	-1	0	2	-10[20 µM]	8
Cc1noc(C)c1C(=O)Nc1ccc2c(c1)CCC2	7	-3	4	41	4	1	-2	-3[20 µM]	2
Cc1cc(N2CCCC2=O)cc(C)c1S(=O)(=O)NCCOc1ccc(C(C)(C)C)cc1	8	-7	-3	9	2	22	-4	-12[20 µM]	36*
CCC(C(=O)NC1CCCC1)n1c(SCc2cccc(C)c2)nc2ccncc21 (stereo unspecified)	9	-11	-1	-10	-2	1	-2	-2	2
Cc1sc(NC(=S)NC(=O)c2ccc(C(C)(C)C)cc2)c(C#N)c1C	4	-11	-28	11	-8	-4	0	-8[20 µM]	1
NCC(=O)c1cccc2ccc[n+]([O-])c12	3	-3	15	4	-32	0	1	-21	1
Cc1[nH]c(=O)[nH]c(=O)c1/C=C/C(=O)O	2	-2	-14	1	-4	-1	5	-29	-4
COc1ccc(Cl)cc1C(=O)NCC(c1ccco1)N1CCCC1 (stereo unspecified)	5	-5	-7	9	-3	-1	-2	-20[20 µM]	3
COc1ccccc1-c1nc(SCC(=O)N(C)c2ccccc2)c2c(=O)n(C)c(=O)n(C)c2n1	9	-14	3	24	-9	-2	4	-21	7
COc1ccc(CCNC(=O)C2CCN(C(=O)c3ccc([N+](=O)[O-])cc3)CC2)cc1	4	1	-4	-2	-2	3	-2	-29	9
O=C(NC1CCCCC1)c1ccccc1NC(=O)C1CC1	6	0	4	-12	3	-4	4	5[20 µM]	1
COc1cccc(-c2nc(N3CC(C)CC(C)C3)c3ccccc3n2)c1O (stereo unspecified)	nt	-7	-11	-23	-17	1	-2	-4	5
CC1(OC(=O)c2ccc(Cl)nc2)C(=O)C=C2C=C3CCCN3C=C2C1=O (stereo unspecified)	11	nt	22	-3	-37	nt	nt	-4	nt
Fc1ccc(C2CCCN2Cc2nc(CC3CC3)no2)cc1 (stereo unspecified)	13	-8	11	-4	-1	-3	0	-21	4
CC1CC(C)CN(C(=O)COC(=O)c2ccc[nH]c2=O)C1 (stereo unspecified)	10	3	-15	17	20	-3	3	-21[20 µM]	4
CN1CCN(C2=C(Cl)C(=O)N(c3ccc(Cl)c(Cl)c3)C2=O)CC1	9	-6	-16	-16	-16	3	0	-15	3
CCn1c(SCC(=O)NCCc2ccccc2)nnc1-c1ccco1	10	-5	-6	13	7	1	5	-18	3
Cc1nn(C2CCCCC2)c(N)c1-c1ccccc1	9	-10	-9	16	2	2	3	-30	8
COc1ccc(CN=C2Nc3ccccc3CS2)cc1	8	0	-24	32	9	9	-4	-13	7
COCCCNC(=O)CN1CCN(Cc2ccc(Cl)cc2)C1=O	9	-10	-4	-8	-7	2	0	-11	6
Cn1c(=O)c2c(nc(NCc3ccco3)n2CCc2ccccc2)n(C)c1=O	2	-5	-6	-11	-1	-1	-1	-9	9
CCC(CC)C(=O)OCC(=O)NC12CC3CC(CC(C3)C1)C2	11	-2	-6	18	0	2	0	-9[20 µM]	5
Cc1cc(-n2nc(C)cc2C)nc(N)n1	7	-13	-14	2	-5	1	-7	-12[20 µM]	1
Cc1cccc(NC(=S)NCc2cccs2)c1C	3	1	-14	2	-3	-6	2	-25[20 µM]	-2
CCOC(=O)Cn1nc(/C=C/c2ccc(C(C)C)cc2)ccc1=O	8	-2	-12	7	-7	-1	-4	-23[20 µM]	4
O=[N+]([O-])c1ccccc1S(=O)(=O)Oc1ccc(C(=S)N2CCOCC2)cc1	11	-6	-18	15	19	-1	-2	-15	5
O=C(N/N=C/c1cccnc1)c1cc2c(ccc3ccccc32)o1	nt	-6	-9	-2	-32	2	5	-16[20 µM]	3
CCc1ccccc1N(CC(=O)N1CCN(c2ccccc2)CC1)S(C)(=O)=O	8	-3	12	15	1	-4	5	1	3
COC(=O)c1ccccc1NC(=O)CN1CCN(c2ccccn2)CC1	11&5	-2	0	nt	-3	-3	1	-25	6
CCC(CC)c1nnc(NC(=O)COc2ccc3c(C)cc(=O)oc3c2)s1	2	-3	-12	16	-6	-3	-3	-18[20 µM]	1
O=S(=O)(CCc1nnc(-c2ccc(Br)cc2)o1)c1ccc(Cl)cc1	15	-6	-4	12	7	-2	3	-14[20 µM]	3
COc1ccc(N2C(=O)C(CC(=O)Nc3ccccc3)N(Cc3ccccn3)C2=S)cc1 (stereo unspecified)	7	-1	-28	11	-2	6	-3	-7	5
O=C(Nc1ccc(F)c(F)c1)c1oc2ccccc2c1NC(=O)C1CCCO1 (stereo unspecified)	2	-6	-5	-3	1	-2	3	-21	2
CCOC(=O)C1CCCN(C2CC(=O)N(c3cccc(C)c3)C2=O)C1 (stereo unspecified)	6	6	-7	6	3	-4	7	-25	-1
Cc1ccc(NC(NC(=O)c2ccccc2[N+](=O)[O-])C(Cl)(Cl)Cl)cc1 (stereo unspecified)	22	-3	-14	-7	10	-2	-2	-18	6
